From PubChem
D2 PAM: HTS Assay for Positive Allosteric Modulators of the Human D2 Dopamine Receptor: Primary Screen for Potentiators | D(2) dopamine receptor (Homo sapiens), P14416 | HEK293 T-REx D2, calcium flux, EC20 dopamine potentiation | potentiation, % at 10 µM | 340,000 tested, 0.34% active | AID 485347, 2010;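 active = potentiation over 3 SD above the plate norm, cut at about 30% in these data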; note: 0% is about no effect
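Potentiation of an EC20 dopamine calcium response is measured in a force-coupled, tetracycline-inducible Hek293 Trex D2 line. Compound-only kinetic reads over 180 s flag agonists before dopamine addition.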
TRHR enhancer: qHTS for Small Molecule Agonists and Allosteric Enhancers of Human TRH Receptor: Primary Screen for Enhancers | enhancement, % at 2 µM | TRHR cells, fluo-8 calcium fluorescence, EC20 TRH enhancement | 360,000 tested, 0.66% active | AID 493056, 2011; in the data active = enhancement above about 30%; note: 0% is about no effect
Target sequence (P34981 whole entry, looked up): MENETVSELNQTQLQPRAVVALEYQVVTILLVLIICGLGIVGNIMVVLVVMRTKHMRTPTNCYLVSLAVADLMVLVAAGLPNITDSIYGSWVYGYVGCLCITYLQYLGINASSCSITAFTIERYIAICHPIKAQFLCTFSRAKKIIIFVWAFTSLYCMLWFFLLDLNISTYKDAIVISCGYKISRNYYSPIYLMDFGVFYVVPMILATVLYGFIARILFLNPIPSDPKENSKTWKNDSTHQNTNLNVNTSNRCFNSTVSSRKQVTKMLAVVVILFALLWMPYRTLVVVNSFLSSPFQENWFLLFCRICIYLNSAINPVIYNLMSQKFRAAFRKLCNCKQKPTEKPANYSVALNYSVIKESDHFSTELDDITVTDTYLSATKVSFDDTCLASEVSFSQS
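Enhancer read-out: after compound pinning and an initial kinetic agonist-mode read, an EC20 of TRH (10 nM final) was injected and fluo-8 calcium signal (Ex 480/Em 530) followed at 1 s/cycle for 100 cycles in TRHR-expressing cells.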
TRHR agonist: qHTS for Small Molecule Agonists and Allosteric Enhancers of Human TRH Receptor: Primary Screen for Agonists; Thyrotropin-releasing hormone receptor (Homo sapiens), P34981; TRHR cells, calcium flux fluo-8, FDSS agonist mode; activation, % at 2 µM; 360,000 tested, 0.18% active; AID 493084, 2011; note: 0% is about no effect
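Read-out: compound-evoked intracellular calcium rise in TRHR cells, fluo-8 dye, kinetic FDSS fluorescence at 1 s/cycle following a 10-cycle baseline. Cells cultured overnight before dye loading (30 min–1.5 h, RT).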
RXFP1 antag: qHTS Assay for Antagonists of the Relaxin Receptor RXFP1 | Relaxin receptor 1 (Homo sapiens), Q9HBX9 | HEK293-RXFP1, relaxin-stimulated cAMP HTRF, 30 min; active compounds read low | activity change, negative = inhibition, % at 57.5 µM | 350,000 tested, 0.59% active;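 active = activity change of -60% or lower, but not beyond a set lower limit; inconclusive = change between -60% and -40%, or beyond the set limit; inactive = change above -40%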; note: % is set by controls: 0 for no effect and ±100 for the full control effect
D1 ag: Allosteric Agonists of the Human D1 Dopamine Receptor: qHTS. HEK293 T-REx D1 cells, calcium flux, agonist mode. activation, % at 2 µM. 360,000 tested, 1% active. AID 504660, 2011; note: 0% is about no effect
Target sequence (P21728 whole entry, looked up): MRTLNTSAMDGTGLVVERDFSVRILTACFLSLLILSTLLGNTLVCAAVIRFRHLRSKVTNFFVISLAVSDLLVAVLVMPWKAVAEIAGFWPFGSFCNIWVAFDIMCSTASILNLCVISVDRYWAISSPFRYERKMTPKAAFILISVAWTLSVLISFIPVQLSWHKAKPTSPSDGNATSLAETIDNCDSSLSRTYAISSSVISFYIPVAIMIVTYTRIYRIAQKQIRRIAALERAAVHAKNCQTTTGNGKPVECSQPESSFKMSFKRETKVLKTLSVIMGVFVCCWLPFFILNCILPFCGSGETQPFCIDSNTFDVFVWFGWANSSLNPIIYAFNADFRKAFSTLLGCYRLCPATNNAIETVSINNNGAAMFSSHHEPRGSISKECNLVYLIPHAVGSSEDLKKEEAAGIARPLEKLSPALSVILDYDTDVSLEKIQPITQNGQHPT
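Inducible HEK293 T-REx D1 cells, force-coupled to calcium signalling, were plated at 4000 cells/well with tetracycline and held overnight at 30 C. After no-wash calcium dye loading, compound-evoked calcium rise over 180 s flagged agonists.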
D2 antagonist: HTS Assay for Allosteric Antagonists of the Human D2 Dopamine Receptor: Primary Screen for Antagonists; AID 485344, 2010; HEK293 TREx D2 cells, calcium flux, dopamine EC80; 340,000 tested, 2% active; inhibition, % at 10 µM; in the data active = inhibition above about 30%; note: 0% is about no effect
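In this primary screen, negative modulation is detected by tracking calcium flux after an EC80 dopamine challenge in inducible HEK293 T-REx D2 cells preexposed to test compound for 180 s.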
D1 antagonist: Antagonist of Human D 1 Dopamine Receptor: qHTS. D(1A) dopamine receptor (Homo sapiens), P21728. HEK293 TREx D1 cells, calcium flux, dopamine EC80; active compounds read low. activity change, negative = inhibition, % at 10 µM. 360,000 tested, 3.2% active; in the data active = activity change below about -30%; note: % is set by controls: 0 for no effect and ±100 for the full control effect
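Tetracycline-induced HEK293 Trex D1 cells, force-coupled to calcium, dye-loaded; compounds added and read 180 s, then EC80 dopamine added and calcium flux tracked kinetically another 180 s.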
D1 PAM: Potentiators of Human D1 Dopamine Receptor: qHTS. D(1A) dopamine receptor (Homo sapiens), P21728. HEK293 TREx D1 cells, calcium flux, dopamine EC20 potentiation. potentiation, % at 10 µM. 360,000 tested, 0.036% active. AID 504651, 2011; in the data active = potentiation above about 30%; note: 0% is about no effect
D2 ag: HTS Assay for Allosteric Agonists of the Human D2 Dopamine Receptor: Primary Screen for Agonists. D(2) dopamine receptor (Homo sapiens), P14416. HEK293 T-REx D2 cells, calcium flux agonist mode. activation, % at 2 µM. 340,000 tested, 0.53% active. AID 485358, 2010;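 active = activation over 3 SD above normal in the single-dose calcium agonist read, cut at about 30% in these data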; note: 0% is about no effect
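Tetracycline-induced HEK293 T-REx cells with force-coupled D2 receptor, plated overnight at 30 C, loaded with no-wash calcium dye. After a 10 s baseline, compound was pin-added and calcium flux read kinetically for 180 s; calcium rises flagged agonists.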
An asterisk follows results filed as active; ? = inconclusive; . = no result given. Cut-off read from the data, not from the text of the source, unless noted: active = activation above about 30%; inactive = the rest.

Values run as follows: D2 PAM, TRHR enhancer, TRHR agonist, RXFP1 antag, D1 ag, D2 antagonist, D1 antagonist, D1 PAM, D2 ag
1	O=C(COC(=O)C1(c2ccccc2F)CCCC1)NCc1ccc2c(c1)OCO2
→ -2, -4, -0.3, -11, 11, 0, -23, -7, -0.5
2	CC(=O)N1c2ccc(S(=O)(=O)N3CCC(C(=O)Nc4ccc(F)cc4)CC3)cc2CC1C (stereo not drawn)
→ 1, -2, -1.0, -12, 1, ., -23, -2, .
3	CN(CCO)c1cc(Sc2nc3ccccc3s2)c2nonc2c1[N+](=O)[O-]
→ -9, -1, 0.8, ?, 1, 18, -8, -4, 0.9
4	COc1ccc(NCc2cc3cc4c(cc3n(CC(=O)Nc3cccc(F)c3)c2=O)OCO4)cc1
→ 5, 13, -0.7, ., 153*, ., -5, 4, -2.0
5	O=C(C[n+]1cc(-c2ccccc2)n2c1CCC2)c1cccs1
→ -11, 9, -0.1, 15, 1, 4, -23, -4, 2.1
6	Cc1ccc(SCC2=NNC(=O)C2)cc1
→ 32*, -7, -0.3, -5, 3, -1, -4, 0, -0.2
7	COc1ccc(OCC(=O)N2CCN(C(=O)c3ccc(F)cc3)CC2)cc1
→ 13, 2, 0.9, 12, 3, ., -7, 2, 0.8
8	CCOc1ccc(S(=O)(=O)N2CCN(c3ccccc3)CC2)c2cccnc12
→ 0, 2, 0.0, 1, 8, 5, -6, 2, 0.6
9	COc1ccc(S(=O)(=O)N2CCOC2CNC(=O)C(=O)NCCCN2CCOCC2)cc1 (stereo not drawn)
→ -9, -7, 0.1, 0, 2, 19, 17, 2, 1.4
10	O=S(Cc1cc(Oc2ccccc2)nc(-c2ccccc2)n1)c1ccccc1 (stereo not drawn)
→ 2, 11, 0.2, -4, 9, -7, -23, 1, 0.8
11	COc1ccc([C@H]2CC(=O)C=C(c3cc(C)ccc3OC)C2)cc1
→ -7, -2, 0.2, ., 2, -1, 12, -1, 0.0
12	COc1ccc(-c2csc(NC(=O)C3CSC4(C)CCC(=O)N34)n2)c(OC)c1 (stereo not drawn)
→ -3, 4, -0.4, -32, 0, -6, -8, 5, -1.3
13	CC(On1c(-c2ccccc2)nc2ccc(Cl)cc21)C(=O)O (stereo not drawn)
→ 0, -2, 0.6, 1, 2, -3, 0, 4, 0.4
14	CCOC(=O)CC(NC(=O)C1c2ccccc2Oc2ccccc21)c1ccc(C)cc1 (stereo not drawn)
→ 1, -15, -0.3, -4, 3, -9, 10, -1, 0.0
15	Cc1cccc(CN2CCN(Cc3cnn(-c4ccccc4F)c3)CC2CCO)n1 (stereo not drawn)
→ 2, 1, -1.6, -3, 1, ., -2, -6, .
16	COc1cc2[nH]c(=S)nc(NCCc3ccc(C)cc3)c2cc1OC
→ -6, -4, -0.4, -14, 9, 22, -4, -1, 2.3
17	O=C(CN1C(=O)NC2(CCCC2)C1=O)Nc1ccc(F)cc1
→ ., -5, 0.4, -1, 1, ., 8, -1, .
18	Cc1cc(NC(=O)COn2nnc3ccc(S(C)(=O)=O)cc32)ccc1Br
→ -6, 12, 0.5, 2, 12, 13, -21, 2, -0.2
19	CC(C)NC(=O)C1(c2ccccc2)CCOCC1
→ 35*, -1, 0.3, 0, -1, -26, 12, -7, 1.3
20	COc1ccc(NC(=O)CN(C)C(=O)c2ccc(NC3CC3)c([N+](=O)[O-])c2)cc1
→ 0, -4, -0.2, -9, 0, 18, 11, 0, -0.2

(listing goes on)
Values run as follows: D2 PAM, TRHR enhancer, TRHR agonist, RXFP1 antag, D1 ag, D2 antagonist, D1 antagonist, D1 PAM, D2 ag
21	Cc1ccc(C(=O)C2CCN(CC(=O)Nc3ccc(N(C)C)cc3)CC2)cc1
→ -27, 17, 0.0, 2, 4, 33*, -3, -1, -0.1
22	CCC1SC2=NCCN2C1(O)c1ccc(Cl)cc1 (stereo not drawn)
→ -6, -8, -0.6, -21, 3, 1, -31*, -9, -0.2
23	CC1CCCC(C)N1/N=C/c1ccc(N(C)C)cc1 (stereo not drawn)
→ -1, 1, -0.2, -23, 0, 21, 1, 10, -2.3
24	COc1cc2ccccc2cc1C(=O)N1CCN(c2nc3ccc(F)cc3s2)CC1
→ 0, -2, -0.2, -5, -2, ., ., 0, 0.0
25	CC1CC(C)CN(C(=O)COC(=O)c2cc([N+](=O)[O-])ccc2N2CCOCC2)C1 (stereo not drawn)
→ -10, 1, -0.1, 2, 2, -23, -12, -3, 0.0
26	CCC1CN(C(=O)Nc2cc(Cl)c(OC)cc2OC)c2ccccc2O1 (stereo not drawn)
→ -3, 10, -0.1, 1, 3, ., -25, 3, -0.7
27	O=C(C[n+]1cccc(/C=N/O)c1)N1CCCCCC1
→ 1, 1, -0.1, -9, -1, 0, 7, 4, 0.4
28	COc1ccccc1NC(=O)CCN1C(=O)C2C3CCC(C3)C2C1=O (stereo not drawn)
→ -4, -2, 0.5, -9, 1, -6, -78*, -6, 0.1
29	CCc1cc2c(NCCN3CCCCC3)ncnc2s1
→ -22, 0, -0.2, 8, 4, -2, 18, 1, -0.1
30	Cc1ccc(S(=O)(=O)NCC(=O)N2CCCCC2)cc1
→ -26, -26, -0.9, ., 0, 7, -22, -7, -1.0
31	O=C(O)C(Cc1cn[nH]n1)=NO
→ -6, -3, -0.5, -3, 2, -9, 5, -9, -0.3
32	Cc1nc2ccccc2c2c1C(=O)NC2=O
→ ., -8, 0.8, ., 0, ., -29, -1, .
33	Cc1ccccc1OCC(=O)Nc1ccc2[nH]c(=O)sc2c1
→ -10, -4, 0.2, ., 14, ., -49*, -4, 0.1
34	O=C(CCN1C(=O)c2ccccc2C1=O)Nc1ccc(-c2cn3ccsc3n2)cc1
→ ., -5, -0.2, -7, 0, ., -8, 1, .
35	Cc1ccc(S(=O)(=O)N2CCN(C(=O)CCOc3cc(C)ccc3C)CC2)cc1
→ 0, -1, -0.1, 1, 6, 1, -9, 7, -1.1
36	CC(=O)N/N=C/C1=CCC2CC1C2(C)C (stereo not drawn)
→ 2, -5, 1.6, 7, 1, 11, 12, -3, 0.0
37	O=C(CN1CCN(c2ccccc2F)CC1)Nc1ccccc1F
→ -22, 9, -0.1, 4, 3, -1, -4, -4, 22
38	CCc1nnc(NC(=O)CCS(=O)(=O)Cc2ccccc2)s1
→ 11, 4, 0.0, -9, 0, 18, 4, -5, -0.1
39	COc1ccc(Br)cc1CNc1ccc(S(N)(=O)=O)cc1
→ -8, 5, -0.2, 12, 4, 13, 5, -5, -2.8
40	Cc1ccc(C)c(NC(=O)CSc2ccc(S(=O)(=O)N3CCCC3)cn2)c1
→ -11, -3, -0.2, 4, 3, 39*, 8, -3, -0.3

Some of these compounds in order of count of non-hydrogen atoms, highest first.
Values run as follows: D2 PAM, TRHR enhancer, TRHR agonist, RXFP1 antag, D1 ag, D2 antagonist, D1 antagonist, D1 PAM, D2 ag
40	Cc1ccc(C)c(NC(=O)CSc2ccc(S(=O)(=O)N3CCCC3)cn2)c1
→ -11, -3, -0.2, 4, 3, 39*, 8, -3, -0.3
37	O=C(CN1CCN(c2ccccc2F)CC1)Nc1ccccc1F
→ -22, 9, -0.1, 4, 3, -1, -4, -4, 22
23	CC1CCCC(C)N1/N=C/c1ccc(N(C)C)cc1 (stereo not drawn)
→ -1, 1, -0.2, -23, 0, 21, 1, 10, -2.3

Going on with the list.
Values run as follows: D2 PAM, TRHR enhancer, TRHR agonist, RXFP1 antag, D1 ag, D2 antagonist, D1 antagonist, D1 PAM, D2 ag
41	Cc1ccc(NC(=O)Cn2c(=O)n(Cc3ccc4c(c3)OCO4)c(=O)c3ccccc32)c(C)c1
→ -1, -5, 0.4, ., 2, ., -11, -1, 0.4
42	COC(C[C@@H]1O[C@@H]1[C@H](O)[C@H](C)OCc1ccccc1)OC
→ -2, 4, -0.1, ., 3, -13, 18, 12, 0.4
43	CCCOc1ccc(C(=O)N(Cc2ccco2)Cc2ccco2)cc1
→ 1, -1, 1.6, -30, 2, ., -2, -3, -1.0
44	CC(CCc1ccccc1)NC(=O)Cn1cccc1C(=O)c1ccccc1 (stereo not drawn)
→ -14, 46*, -0.9, -8, 1, 14, 18, -4, -0.3
45	O=C(CSc1nnc(CNC(=O)c2ccc(F)cc2)o1)Nc1nccs1
→ -12, -1, 0.0, -15, 3, -13, 12, -1, -0.3
46	O=C(Nc1ccc(Cl)c(Cl)c1)Nc1ccccc1NS(=O)(=O)c1cccs1
→ -3, -3, 0.9, -17, 7, 6, -11, -10, 5.3
47	CCn1ncc(Br)c1C(=O)Nc1nccs1
→ 2, 4, 0.0, 16, 0, -17, -10, -6, 0.8
48	CCOC(=O)N/N=C/c1cc(OC)c(O)c(OC)c1
→ -7, 3, 1.0, 1, 3, -15, -3, -4, 0.4
49	NS(=O)(=O)c1ccccc1NC(=S)Nc1ccccc1S(N)(=O)=O
→ -8, 7, 1.3, 3, 5, -10, 5, -7, 0.2
50	O=C(C1CCCN(Cc2nc(-c3ccc(Cl)cc3)no2)C1)N1CCOCC1 (stereo not drawn)
→ -8, -4, 1.4, 7, 10, 15, -8, -4, .
51	O=[N+]([O-])c1ccc(N2CCCCC2)cc1
→ -8, -6, -0.6, -16, 3, 12, -22, 2, 0.0
52	COc1ccc(N2CCN(C(=O)CNS(=O)(=O)c3ccc(C)cc3)CC2)cc1
→ ., 2, -0.5, -24, -1, -3, -13, -2, 0.4
53	CC(C)(C)n1nc2c(c1NC(=O)Cc1cccs1)CSC2
→ 18, -1, -0.3, ., 2, -9, -81*, ., -0.1

Complete entries, quoted from the list:
Listed for `COc1ccc(N2CCN(C(=O)CNS(=O)(=O)c3ccc(C)cc3)CC2)cc1` = D2 PAM = .; TRHR enhancer = 2; TRHR agonist = -0.5; RXFP1 antag = -24; D1 ag = -1; D2 antagonist = -3; D1 antagonist = -13; D1 PAM = -2; D2 ag = 0.4
Listed for `CCn1ncc(Br)c1C(=O)Nc1nccs1` = D2 PAM = 2; TRHR enhancer = 4; TRHR agonist = 0.0; RXFP1 antag = 16; D1 ag = 0; D2 antagonist = -17; D1 antagonist = -10; D1 PAM = -6; D2 ag = 0.8
